Bioassay records as filed in PubChem BioAssay.
Platelet DG rel – modulates dense granule release in human platelets; human platelet-rich plasma, SFLLRN dense granule ATP release, luminescence; inhibition, %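 (compounds screened at 7.5 µM in platelet-rich plasma)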; 300,000 compounds, 0.22% hits; AID 1663;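 active = mean replicate score, as percent of positive control, at or above 50; inconclusive = mean below 50 but at least one replicate at or above 50; inactive = mean and every replicate below 50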
PolyA inhibitor – inhibitors of polyadenylation in S. cerevisiae; S. cerevisiae SKY197-pL101 polyadenylation reporter, beta-gal luminescence; efflux-impaired pdr1/pdr3 knockout yeast; score 100 = 6 SD above DMSO; calls only at 12 µM; 300,000 compounds, 0.02% hits; AID 1875;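 active = lowest replicate activity score at least 50, where 100 means six control SD above control mean; inconclusive = lowest score under 50 but half or more replicates reach 50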;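 also: yeast exposed to compound for 9 h at 30 °C; higher score means more reporter readthrough which indicates perturbed polyadenylation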
AI-2 QS mod – Vibrio harveyi AI-2 quorum sensing modulation; Vibrio harveyi JMH597 AI-2 luminescence/OD600 ratio, 9 h; hits give low values; strain lacks LuxN and CqsS sensors; 0 = neutral-control median; activity change, % at 7.5 µM; 300,000 compounds, 0.4% hits; in the data active = activity change below about -75%, passing the limit was not always enough; inconclusive = no clear call, values can overlap the other calls;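 also: luminescence divided by OD600 gain over 9 h not by final OD600 alone; inactives centre near 13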
HSP90 refold inh – inhibitors of HSP90 luciferase refolding in rabbit reticulocyte lysate. AID 1789. 290,000 compounds, 0.91% hits. luciferase refolding luminescence, 3 h. inhibition, % at 5.6 µM;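 active = inhibition above the screen-wide mean plus 3 SD, computed separately per campaign, cut at about 16% in these data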;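 also: 0% = DMSO wells and 100% = 60 µM geldanamycin wells; inhibitors lower the luminescence because luciferase stays unfolded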
Dyrk1A ADPGlo – blocks rat Dyrk1A kinase activity | Q63470 | ADP-Glo luminescence, NFATc1 peptide | inhibition, % at 12.5 µM | 310,000 compounds, 0.43% hits | AID 504441; in the data active = inhibition above about 50%;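 also: plate controls were vehicle with enzyme for no effect and no enzyme for full effect; many of its hits are not listed in these tables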
HSF-1 act – increases HSF-1 driven luciferase reporter signal. NIH3T3-HGL HSF-1 luciferase reporter, MG132, 8 h; 100% = twice DMSO control signal. activation, % at 9 µM. 300,000 compounds, 1.7% hits;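 active = mean replicate activation of at least 50% with a set share of replicates each reaching 50%; inconclusive = only one of those two conditions met; inactive = mean below 50% and too few replicates reaching it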;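 also: 0% = median of the neutral control wells and 100% = twice that signal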
GSK3A inh – inhibitors of human GSK-3 alpha kinase; P49840; ADP-Glo luminescence, 60 min; inhibition, % at 10 µM; 320,000 compounds, 0.1% hits; AID 2650;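 in the data active = inhibition above about 50%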;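 also: GST-tagged GSK-3 alpha with peptide substrate and 25 µM ATP; 0% = DMSO neutral wells and 100% = GW8510 positive control wells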
HDAC3 inh – human HDAC3 inhibition; O15379; 320,000 compounds, 0.15% hits; recombinant HDAC3, fluorogenic peptide/trypsin coupled, fluorescence; inhibition, % at 8.3 µM; in the data active = inhibition above about 26%, passing the limit was not always enough; inconclusive = no clear call, values can overlap the other calls
Target sequence (O15379 whole entry, looked up): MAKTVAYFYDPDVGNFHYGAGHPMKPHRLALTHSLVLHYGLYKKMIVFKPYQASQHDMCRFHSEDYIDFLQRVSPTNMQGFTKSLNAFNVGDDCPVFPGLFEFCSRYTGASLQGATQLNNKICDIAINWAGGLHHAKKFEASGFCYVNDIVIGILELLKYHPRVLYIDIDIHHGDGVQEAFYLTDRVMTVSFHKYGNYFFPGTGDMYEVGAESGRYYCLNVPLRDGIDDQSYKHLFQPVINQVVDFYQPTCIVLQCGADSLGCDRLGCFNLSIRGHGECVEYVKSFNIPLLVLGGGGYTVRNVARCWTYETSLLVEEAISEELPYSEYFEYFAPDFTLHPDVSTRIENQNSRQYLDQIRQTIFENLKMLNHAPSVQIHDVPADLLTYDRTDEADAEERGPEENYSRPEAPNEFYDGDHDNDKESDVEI
HSF1 inh – HSF1 inhibition | 300,000 compounds, 0.77% hits | activity change, negative = inhibition, % at 7.5 µM (by protocol) | AID 2098 | NIH3T3-HGL HSE-luciferase, MG132-induced, luminescence 8 h; hits give low values;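 active = more than half of replicate wells show activity change below -50%, luminescence cut by over half; inconclusive = some wells, but at most half, below -50%; inactive = no replicate well below -50%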;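 also: luciferase reports HSF-1 transcriptional activity via heat shock element; 0% = median of DMSO wells and -100% = zero luminescence signal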
GSK3beta inhib – blocks human GSK3beta kinase activity. activity score (negative = inhibition), % at 10 µM. 300,000 compounds, 0.038% hits. GST-GSK3beta kinase, ADP-Glo luminescence, 60 min; hits give low values. AID 2097;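 active = more than half of replicate wells score below -50%, meaning over 50% inhibition versus plate controls; inconclusive = some replicates but at most half score below -50%; inactive = no replicate scores below -50%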;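 also: 0% = median DMSO wells and -100% = median GW8510 positive control wells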
Target sequence (P49841 whole entry, looked up): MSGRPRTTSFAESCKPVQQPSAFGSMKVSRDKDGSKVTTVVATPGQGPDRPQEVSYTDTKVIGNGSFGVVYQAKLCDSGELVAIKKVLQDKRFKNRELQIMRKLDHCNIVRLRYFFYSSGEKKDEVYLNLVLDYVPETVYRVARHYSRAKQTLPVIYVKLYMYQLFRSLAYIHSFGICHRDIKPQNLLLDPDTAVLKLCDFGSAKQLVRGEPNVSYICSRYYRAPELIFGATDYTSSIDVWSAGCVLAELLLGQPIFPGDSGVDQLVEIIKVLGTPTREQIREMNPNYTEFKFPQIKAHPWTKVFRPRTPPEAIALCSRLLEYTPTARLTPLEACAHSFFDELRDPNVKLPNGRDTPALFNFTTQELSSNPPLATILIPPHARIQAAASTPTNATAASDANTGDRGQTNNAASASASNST
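Test system: GST-fused GSK3beta enzyme, cell-free | Quantity: 1.6 ng GST-GSK3beta enzyme per well | Reagent: 25 µM ATP with peptide substrate | Schedule: 60 min enzyme reaction, room temperature | Signal: Luminescent ADP-Glo measurement of ADP formed | Read-out basis: Score relative to plate controls | Control set: DMSO and 20 µM GW8510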
An asterisk follows results filed as active; i = inactive; ? = inconclusive; nt = not tested or not shown. A portion of the library (hit frequency here may not be typical).

SMILES | Platelet DG rel | PolyA inhibitor | AI-2 QS mod | HSP90 refold inh | Dyrk1A ADPGlo | HSF-1 act | GSK3A inh | HDAC3 inh | HSF1 inh | GSK3beta inhib
COc1ccccc1NC(=O)Cn1nc(-c2ccc(Cl)cc2)c2ccccc2c1=O | 3 | i | 25 | 0 | 4 | 26 | 1 | -2 | 14 | -4
CCNC(=O)NC(=O)CSc1ccc2ccccc2c1 | -6 | i | 9 | -1 | -2 | ? | 1 | 1 | 17 | -2
CCCCC(=O)Nc1ccc(C(=O)Nc2ccc(S(=O)(=O)Nc3ccc(C)cc3)cc2)cc1 | -6 | i | 20 | 2 | -1 | -1 | -3 | 1 | -12 | 1
Cc1[nH]c2ccc(C(=O)NCC(C)(C)N3CCOCC3)cc2c1C | 4 | i | 13 | -1 | 3 | 4 | 1 | 1 | -2 | 2
CC(C)c1nnc(N2C(=O)C(O)=C(C(=O)c3cccs3)C2c2ccccc2)s1 (stereo not drawn) | 0 | i | 16 | 5 | 1 | 16 | nt | nt | 1 | -1
COCCN1C(=O)N[C@@H](c2ccccc2)[C@H](C(C)=O)[C@H]1C | 2 | i | 2 | nt | 0 | 15 | -1 | -4 | 7 | -2
CCOc1ccccc1NC(=O)/C(C#N)=C/c1c(C)nn(-c2ccccc2)c1Cl | 17 | i | 28 | 5 | -7 | 0 | -2 | 4 | 2 | -1
COC(=O)c1[nH]c2ccccc2c1NC(=O)CN1CCCCCC1 | nt | i | -4 | 3 | -2 | 0 | -2 | -1 | 2 | -9
CCC1CCCCN1Cc1ccc(OC)c(C)c1C (stereo not drawn) | -8 | i | 12 | 1 | -4 | -25 | 2 | 2 | -12 | 1
CC(O)C(=O)N/N=C/c1ccccc1C(=O)O (stereo not drawn) | -1 | i | 1 | -5 | 2 | -3 | 0 | 3 | -4 | -1
COc1cc(CCC(=O)OCC(=O)Nc2ccc3c(c2)OCO3)cc(OC)c1OC | 2 | i | -3 | 1 | 5 | 12 | -4 | -4 | -1 | 7
O=C1CSC(c2cn(-c3ccccc3)nc2-c2cc3ccccc3oc2=O)N1Cc1ccco1 (stereo not drawn) | 2 | i | 33 | 0 | -4 | 36 | 2 | -5 | 11 | -1
CCCc1cc(=O)[nH]c(SCC(=O)N(CC)C2CCS(=O)(=O)C2)n1 (stereo not drawn) | -17 | i | 3 | -2 | 4 | 4 | nt | -2 | -1 | 1
O=C(CCc1nc2ccccc2c(=O)[nH]1)Nc1ccccc1N1CCCC1 | 1 | i | 20 | nt | -4 | 5 | 3 | -1 | 0 | 1
Cc1cccc(C(=O)Nc2cccc(C(=O)NC3CCCC3)c2)c1 | -7 | i | 10 | 2 | 3 | -4 | 0 | -2 | 3 | 1
O=C(CSC1=NCCN1)NC1CCCCCC1 | 2 | i | 2 | -3 | -7 | -4 | 1 | -4 | -1 | 0
CN(C(=O)COC(=O)C1CCN(S(=O)(=O)c2ccc3c(c2)OCCO3)CC1)C1CCCCC1 | 2 | i | 6 | nt | -4 | 6 | -1 | -5 | -3 | 0
COc1cc(NC(=O)C2CC(=O)NC3=C2C(=O)CCC3)c(OC)cc1Cl (stereo not drawn) | 2 | i | 19 | 0 | 4 | 17 | 1 | -3 | 2 | 0
Cc1nnc(SC(C)C(=O)NCC2CCCO2)n1-c1ccccc1 (stereo not drawn) | -6 | i | -11 | 4 | -1 | -19 | 0 | 1 | 6 | 0
S=c1[nH]nc(CSc2nc3ccccc3s2)n1Cc1ccccc1 | 3 | i | 10 | 3 | 4 | -3 | -2 | 4 | -5 | 3
COCCNC(=O)c1onc(CSc2cccc(OC)c2)c1C(=O)NCCOC | -2 | i | 31 | nt | 16 | -1 | 3 | -3 | 2 | 3
O=C(O)c1ccccc1C(=O)NCCCCCCNC(=O)c1ccccc1C(=O)O | 6 | i | -1 | -2 | -1 | -4 | 4 | 5 | -3 | 1
CCCCn1c(N)c(N(CC(C)C)C(=O)C2CC(=O)N(c3ccc(CC)cc3)C2)c(=O)[nH]c1=O (stereo not drawn) | -18 | nt | 7 | nt | -1 | 9 | 2 | 1 | 1 | 0
CC(NC(=O)CNC(=O)c1cccc(Cl)c1)c1ccccc1 (stereo not drawn) | 0 | i | 21 | 3 | 4 | -8 | 4 | -2 | -2 | -2
COc1cc(NC(=O)c2sc(C)nc2C)c(OC)cc1NC(=O)c1ccccc1 | -2 | i | 1 | 2 | -4 | 10 | 0 | 3 | -3 | 1
(list continues)
SMILES | Platelet DG rel | PolyA inhibitor | AI-2 QS mod | HSP90 refold inh | Dyrk1A ADPGlo | HSF-1 act | GSK3A inh | HDAC3 inh | HSF1 inh | GSK3beta inhib
Cn1cc(Cl)c(C(=O)OCC(=O)Nc2cccc(Cl)c2)n1 | 0 | i | -7 | 2 | -4 | 6 | nt | nt | -2 | 3
CCc1ccccc1NC(=S)NCC1CCN(c2ccc(OC)cc2)C1 (stereo not drawn) | -3 | i | 6 | 2 | -3 | 14 | -1 | -1 | -2 | 1
CN(CC(=O)Nc1ccccc1Br)C(=O)c1ccncc1 | -2 | i | 14 | 0 | -3 | 6 | 9 | -3 | -1 | -5
O=C(Nc1cccc(F)c1)C1CCN(S(=O)(=O)c2cnc[nH]2)CC1 | 16 | i | 29 | -4 | 4 | -14 | 0 | -2 | -2 | 1
CC12CC(O)C3c4ccc(O)cc4CCC3C1CC/C2=N\O (stereo not drawn) | 3 | i | 14 | 0 | 5 | -15 | -1 | 2 | 9 | 1
Cc1ccc(C23CC4CC(CC(NC(=O)NCCN(C)C)(C4)C2)C3)cc1 | 2 | i | 8 | -8 | -5 | -3 | 3 | 5 | 2 | -6
CCCCN(C)C(=O)c1sc2ncn(CC)c(=O)c2c1C | 15 | i | 29 | 0 | 1 | 9 | 0 | 3 | -1 | 2
CC(C)CC(=O)Nc1nnc(CSCc2ccc(F)cc2)s1 | -8 | i | 19 | -2 | -5 | -16 | -3 | -5 | -5 | 0
NC(=O)Cn1c(=O)n(CCc2ccccc2)c(=O)c2c3c(sc21)CCCC3 | 3 | i | 12 | -2 | 0 | 22 | -1 | -1 | 4 | -2
CCCC(=O)Nc1c2c(nc3ccccc13)N(c1ccccc1)CC2 | 1 | i | 8 | -4 | -2 | -12 | -8 | 7 | 0 | 0
C=CCc1cccc2cc(C(=O)N3CCOCC3)c(=O)oc12 | -1 | i | 0 | 1 | 1 | -9 | -3 | 4 | -4 | 1
CC(NC(=O)CN1C(=O)COc2ccccc21)c1ccccc1 (stereo not drawn) | 1 | i | 12 | 1 | -6 | 1 | -1 | -2 | 4 | 0
CC1CCN(C(=O)CN(c2ccc3c(c2)OCO3)S(C)(=O)=O)CC1 | -8 | i | 18 | -1 | 5 | -5 | -4 | 1 | -3 | 2
CCOC(=O)C1=C(O)C(Nc2nccs2)(C(F)(F)F)N=C1C (stereo not drawn) | 4 | i | 17 | 0 | 6 | 6 | -2 | 7 | 1 | 1
CCOC(=O)N1CCC(=C(C#N)C(=O)Nc2cc(OC)ccc2OC)CC1 | 6 | i | 25 | 1 | 2 | 2 | 0 | 3 | -3 | 3
CCCCCNC(=O)[C@@H]1CSC2c3ccccc3C(=O)N21 (stereo partly drawn) | -4 | i | 48 | -2 | 0 | 22 | -2 | -2 | 3 | -2
c1ccc2c(c1)[nH]c1nc(SCCN3CCOCC3)nnc12 | -2 | i | 20 | 0 | 0 | -17 | 0 | 4 | 1 | 3
CCCc1c(C(=O)N/N=C/c2cccnc2)nnn1-c1nonc1N | 1 | i | 24 | -2 | -2 | -7 | -1 | -14 | -4 | -1
COc1ccc(C2=NN(C(C#N)c3ccc(OC)cc3)C(c3ccccc3)C2)cc1 (stereo not drawn) | -9 | i | 37 | 4 | 1 | 64* | -3 | 5 | 42 | 2
CN(C)c1oc(-c2cccs2)nc1C#N | -1 | i | 33 | -1 | 8 | 30 | 1 | -326 | -6 | -1
O=C1CCCC/C1=C/Nc1ccc2c(c1)OCO2 | 2 | i | 20 | 0 | 8 | -7 | -1 | 2 | -14 | 1
COc1ccc(CN2CCN(Cc3ccccc3F)CC2)c(OC)c1 | 2 | i | 21 | 0 | 4 | 6 | 0 | ? | -6 | -2
Cc1cc(C)c(C)c(OCCCCN2CCCCC2)c1 | -5 | i | 38 | 1 | 6 | 3 | 3 | 9 | -3 | 0
COc1cccc(CN(C)C(=O)CSCC(=O)Nc2cc(C)on2)c1OC | -1 | i | 14 | nt | -8 | -1 | -1 | -4 | 0 | -2
CN(Cc1ccccn1)C(=O)C1CCC(=O)N(Cc2cccc(C(F)(F)F)c2)C1 (stereo not drawn) | 3 | i | 21 | 0 | 0 | -11 | -2 | -4 | 3 | -2
The listing continues:
SMILES | Platelet DG rel | PolyA inhibitor | AI-2 QS mod | HSP90 refold inh | Dyrk1A ADPGlo | HSF-1 act | GSK3A inh | HDAC3 inh | HSF1 inh | GSK3beta inhib
CC1=C(C(=O)Nc2ccccc2)C(c2cc(CN3CCOCC3)cs2)C2=C(CCCC2=O)N1 (stereo not drawn) | 1 | i | 14 | 3 | 5 | -57 | 1 | -7 | ? | 0
COCCNC(=O)Cc1ccc(F)cc1 | 10 | i | 7 | -2 | 0 | -6 | 1 | -2 | 1 | 0
Cc1ccc(NC(=O)c2nc(S(=O)(=O)Cc3ccccc3C)ncc2Cl)cc1C | 21 | i | 8 | 3 | -3 | -31 | -2 | 3 | -11 | -2
COc1ccc(S(=O)(=O)Nc2cc(C)on2)cc1OC | 1 | i | 137 | -3 | -5 | 19 | 1 | -4 | 8 | 5
CC(=O)c1cccc(NC(=O)C(C)OC(=O)CCN=C2NS(=O)(=O)c3ccccc32)c1 (stereo not drawn) | -40 | i | 14 | nt | 4 | -16 | -5 | -4 | -3 | -4
NS(=O)(=O)c1cc(C(=O)OCCNC(=O)c2ccccc2)c(Cl)cc1Cl | -4 | i | 9 | nt | 2 | -11 | 0 | 6 | -5 | 0
CC(C)(C)NC(=O)COC(=O)c1ccc(NC(=O)CC#N)cc1 | -1 | i | 6 | -2 | 3 | 17 | 1 | -2 | -3 | 1
COc1ccc(NC(=O)CN(C)CC(=O)Nc2ccccc2SC)cc1Cl | -9 | i | 13 | 0 | -3 | 3 | -1 | -3 | 9 | 0
COc1ccc(C(C)NC(=O)c2ccccc2Br)cc1OC (stereo not drawn) | 9 | i | 14 | -3 | -3 | -4 | -2 | -3 | -1 | 0
O=C(O)c1ccc(CNc2ccccc2C(=O)O)cc1 | -1 | i | 14 | 2 | 3 | -2 | -3 | -7 | 4 | 0
Cc1c(C(=O)Nc2ccccc2Cl)oc2ccc(S(=O)(=O)N3CCC4(CC3)OCCO4)cc12 | 7 | i | 17 | -2 | -6 | 8 | 2 | -1 | -3 | 0
